CSM14.1 death rescue: rescue of cells from ER stress-induced death, primary screen, 384-well, CSM14.1, thapsigargin, ATP luminescence (AID 1222) | CSM14.1 thapsigargin-induced death rescue, ATP luminescence; higher % means a stronger effect | cellular ATP content (survival), % at 20 µM, or EC50 in µM where a hit was titrated | 190,000 tested, under 10 active;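 active = EC50 below 50 µM in the dose-response confirmation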;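 also: death triggered by thapsigargin at about 15 µM added after 2 h compound pretreatment; cell ATP read after overnight thapsigargin exposure of roughly 18 to 22 hours; normalized against plate controls of thapsigargin alone and 5% DMSO vehicle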
WT yeast gro inh: growth inhibition of WT strain, primary screen, mitochondrial fusion inhibitor project, WT and mutant strains, chemical genetic; inhibition, % at 10 µM; AID 1362, 2008; 2.1% of 190,000 active; mitochondrial fusion phenotypic screen; in the data active = inhibition above about 58%; tested in S. cerevisiae
P. falciparum M1AAP: P. falciparum M1AAP inhibitors, biochemical, fluorogenic H-Leu-NHMec substrate, 1536-well (AID 1445); recombinant M1AAP, H-Leu-NHMec fluorogenic kinetic assay; higher % means a stronger effect; inhibition, % at 30 µM, or IC50 in µM where a hit was titrated; 0.42% of 220,000 active;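 active = primary inhibition above the hit cutoff, then over 50% inhibition at one or more dose response concentrations, cut at about 23% in these data, passing the limit was not always enough; inconclusive = conflicting primary data, or primary hits not chosen for dose response; inactive = low primary inhibition, or under 50% at every dose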;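 also: plate controls were DMSO full reaction for no effect and no enzyme background for full effect; strong numbers were not always called active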
TNAP activators: human TNAP enzyme activators, primary screen, biochemical, luminescent, no phosphate acceptor, uHTS (AID 1001); purified TNAP, luminescent activation assay, no phosphate acceptor; higher activation fold means a stronger effect; 0.03% of 200,000 active; Alkaline phosphatase, tissue-nonspecific isozyme (Homo sapiens); one-dose activation fold at 20 µM; EC50 in µM for titrated hits; in the data active = activation fold from about 3, or a potency from the dose series; inactive = the rest, 99 in 100 with activation fold below about 1.6; also: many of its hits are not listed in these tables
UTI89 phage lysis: inhibition of K1F phage lysis, E. coli UTI89, bacterial capsule biogenesis inhibitors, alamar blue (AID 488966). E. coli UTI89 K1F phage lysis, alamar blue, 2 h; higher % means a stronger effect. inhibition, % at 100 µM, or IC50 in µM where a hit was titrated. 0.02% of 340,000 active;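 active = phage lysis inhibition, versus mean bacterial control, above a set limit; inconclusive = no clear call, values can overlap the other calls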;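 also: capsule biogenesis inhibitors block K1F phage lysis so surviving cells raise fluorescence; higher fluorescence means more inhibition of phage lysis; actives were called in the ten point dose series up to 300 µM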
PMI inhibitors: inhibitors of human PMI, primary screen, biochemical, fluorescence intensity, coupled assay (AID 1209) | Mannose-6-phosphate isomerase (Homo sapiens) | purified PMI enzyme, coupled fluorescence intensity; higher % means a stronger effect | inhibition, % at 20 µM; hits with a dose series show IC50 in µM | 0.42% of 190,000 active;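 also: plate controls were DMSO vehicle for no effect and wells lacking substrate for full effect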
PMI inhibition: human PMI inhibitors, high substrate, primary screen, biochemical, fluorescence intensity, high mannose 6-phosphate (AID 1220); Mannose-6-phosphate isomerase (Homo sapiens); recombinant PMI enzyme, coupled fluorescence intensity; higher % means a stronger effect; one-dose inhibition, % at 20 µM; IC50 in µM for titrated hits; 0.66% of 190,000 active
Lipid droplet: inhibitors of hepatocyte lipid droplet formation, primary screen, imaging, high-throughput imaging, BODIPY stain | AML12 mouse hepatocytes, oleate lipid droplets | inhibition, % at 6.5 µM | 0.4% of 240,000 active;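 active = lipid droplet intensity inhibited by at least 50%, with more than 500 cells counted; inconclusive = wells with under 300 cells, treated as cytotoxic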
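System: AML12 hepatocytes (mouse). Probe or stimulus: oleic acid at 100 µM to induce lipid droplet formation. Times: overnight treatment with compound plus oleate. Detection: Image-based BODIPY and DAPI two-channel analysis. Evaluation: percent inhibition of filter-corrected integrated lipid droplet intensity per well.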
Myeloid diff MLP: induction of myeloid progenitor differentiation, primary screen, cell-based, flow cytometry, MLPCN library. ER-HoxA9 myeloid progenitors, lysozyme-GFP differentiation. calls only at 10 µM. 1% of 360,000 active;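 active = normalized GFP-positive differentiation at or above the plate's own cutoff, the solvent-only control mean plus 3 SD; inconclusive = no clear call, values can overlap the other calls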;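 also: cells exposed to compound for four days before flow analysis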
WT yeast gro inh mutant strain: second read-out of WT yeast gro inh, no call of its own (marks repeat the call); inhibition, %; mitochondrial fusion phenotypic screen, mutant strain inhibition
Lipid droplet cells 6.5 µM: second read-out of Lipid droplet, no call of its own (marks repeat the call); cell count; measured here: cell count, cytotoxicity flag;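 cells counted across two imaged fields per well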
Myeloid diff MLP GFP+ MAC1+ %: further read-out of Myeloid diff MLP, marked with its call; GFP+ MAC1+ double positive, %; measured here: differentiation confirmed by MAC1 staining
The depositor's hits bear a star; i = inactive; ? = inconclusive; nt = not tested or not shown; + = active, no number; & = joins results of further samples; ! = repeats disagree; [ ] = another dose, or the depositor's remark. Rule as the data show it, unless noted: active = inhibition above about 50%; inactive = the rest.

| canonical_smiles | CSM14.1 death rescue | WT yeast gro inh | WT yeast gro inh mutant strain | P. falciparum M1AAP | TNAP activators | UTI89 phage lysis | PMI inhibitors | PMI inhibition | Lipid droplet | Lipid droplet cells 6.5 µM | Myeloid diff MLP | Myeloid diff MLP GFP+ MAC1+ % |
| --- | --- | --- | --- | --- | --- | --- | --- | --- | --- | --- | --- | --- |
| CC(C)C1=C2CCCCC2NC(=O)N1 (stereo unspecified) | -1.8% | 13 | 11 | -1% | 1.1 | 0.0%[50 µM] | 6% | -5% | 19 | 750 | i | 1.5 |
| Cc1oc(C(C)(C)C)cc1C(=O)Nc1ccc(N2CCOCC2)cc1 | nt | nt | nt | 0% | nt | 2.2% | nt | nt | 2 | 715 | i | 0.0 |
| Cc1onc(-c2ccccc2)c1C(=O)NCc1ccco1 | -0.8% | 1 | 8 | 3% | 1.1 | 0.5% | -2% | -3% | nt | nt | i | 1.0 |
| COCCn1c(SCC#N)nnc1-c1ccc([N+](=O)[O-])cc1 | -2.1% | -2 | -3 | 0% | 1.1 | -0.4% | -10% | -6% | 5 | 722 | i | 0.5 |
| COc1cc(-c2nc3cnccn3c2Nc2c(C)cccc2C)ccc1O | -2.4% | -6 | -13 | 8% | 1.1 | -3.5% | 7% | 2% | 12 | 792 | i | 3.1 |
| Cc1cccc(NC(=O)c2cc(S(=O)(=O)c3ccccc3)ccc2Cl)c1 | 0.8% | 33 | 5 | -2% | 1 | 2.1% | 26% | 15% | nt | nt | i | 0.9 |
| O=C(Nc1ccccc1N1CCCCC1)c1ccc(F)cc1 | 3.5% | 7 | -3 | 10% | 1.1 | 1.0% | 6% | -2% | 12 | 781 | i | 1.0 |
| COc1ccccc1NC(=O)COC(=O)Cc1c[nH]c2ccccc12 | -0.5% | 14 | -2 | -1% | 1.1 | 0.1% | 19% | 16% | -6 | 716 | i | 0.3 |
| CC(C)C(=O)Nc1nnn(C)n1 | -1.7% | 3 | 3 | 0% | 0.9 | 1.8% | 0% | -5% | nt | nt | i | 2.1 |
| CCN1CCN(C(=S)c2ccc(O)cc2)CC1 | -1.7% | 3 | -5 | 3% | 1.1 | 0.1% | 2% | -3% | 0 | 625 | i | 0.5 |
| C=CCc1cccc2cc(C(=O)NCc3ccc(C(=O)OCC)o3)c(=O)oc12 | -0.4% | -3 | 8 | 5% | 1.1 | -0.3% | 6% | -7% | -7 | 754 | i | 1.4 |
| CCN1CCN(C(c2ccccc2)c2nnnn2Cc2ccc(OC)cc2)CC1 (stereo unspecified) | -2.0% | -10 | -3 | -2% | 1 | 0.6% | -1% | 0% | 2 | 758 | i | 1.1 |
| C(=N\Nc1nncn1/N=C/c1ccco1)/c1ccco1 | nt | nt | nt | 6% | nt | 0.2% | nt | nt | -7 | 690 | i | 0.4 |
| O=C(Nc1cccc(F)c1)C1CCN(C(=O)c2ccccc2Cl)CC1 | -1.5% | -7 | -1 | 8% | 1.1 | 4.0% | -2% | 0% | 4 | 805 | i | 1.1 |
| Cc1nn(-c2ccccn2)c2c1C(c1c(F)cccc1Cl)C1=C(N2)c2ccccc2C1=O (stereo unspecified) | -8.7% | 1 | -6 | 9% | 0.9 | nt | -14% | -9% | 8 | 760 | nt | nt |
| Cc1cccc(NC(=O)CCc2ccc(C)o2)c1 | -1.9% | 7 | 6 | -6% | 1 | 1.2% | 4% | 5% | 4 | 733 | i | 1.4 |
| O=C(C1CCCCN1S(=O)(=O)c1ccccc1[N+](=O)[O-])N1CCCC1 (stereo unspecified) | -1.6% | 0 | -5 | -3% | 0.9 | -1.6% | -4% | 0% | 7 | 656 | i | 0.5 |
| CCCCNC(=O)CC1C(=O)N(Cc2ccccc2)C(C)c2nc3ccccc3n21 (stereo unspecified) | -1.2% | -11 | -6 | 3% | 0.9 | -0.5% | -8% | -6% | nt | nt | i | 6.5 |
| Cn1c(=O)c2c(nc(NCc3ccccc3)n2CC(N)=O)n(C)c1=O | nt | nt | nt | 0% | nt | -0.1% | nt | nt | -1 | 715 | i | 0.2 |
| COC(=O)c1cc(OC)c(OC)cc1NC(=O)CN1CCOCC1 | -2.5% | 6 | 14 | 7% | 1.1 | 1.5% | 6% | 3% | 12 | 783 | i | 5.1 |
| CCN(CC)S(=O)(=O)c1ccc2c(c1)nc(SCC(=O)N1CCCCCC1)n2-c1ccc(OC)cc1 | -2.4% | 18 | 23 | 4% | 1.1 | 0.5% | 9% | 8% | -17 | 770 | i | 1.3 |
| CC(C)[C@H](NC(=O)c1cccc(S(=O)(=O)N2CCCC2)c1)c1nc2ccccc2[nH]1 | -1.0% | 13 | 13 | 3% | 1.1 | 2.1% | -31% | -34% | nt | nt | i | 0.5 |
| NC(=O)/C=C\c1cn(-c2ccccc2)nc1-c1ccc2c(c1)OCCO2 | -2.1% | -2 | 14 | 2% | 1.1 | -1.4%[50 µM] | 4% | 5% | 0 | 716 | i | 0.4 |
| CSCCC(NS(=O)(=O)c1ccc2c(c1)oc(=O)n2C)C(=O)NC1CCC(C)CC1 (stereo unspecified) | nt | -8 | 11 | -1% | 1 | -2.6% | 15% | 16% | -15 | 687 | i | 4.4 |
| Nc1ccc(Oc2ccc(Cl)cc2)cc1 | -1.5% | -16 | 10 | 9% | 1.2 | 0.4% | -2% | -3% | 38 | 818 | i | 3.2 |
| CCCCC(=O)Nc1ccccc1CC | nt | nt | nt | 0% | nt | 2.4%[50 µM] | nt | nt | -2 | 693 | i | 0.9 |
| COc1ccc(NC(=S)N2CCCCCC2)cc1OC | 1.2% | -10 | 7 | 2% | 1.1 | 0.3% | 4% | 7% | 11 | 663 | i | 0.5 |
| Cn1c(=O)c2c(nc(NCc3cccnc3)n2Cc2ccccc2Cl)n(C)c1=O | -2.4% | 6 | -5 | -1% | 1.1 | 0.1% | 9% | 10% | -6 | 540 | i | 0.2 |
| Cc1ccc(-n2c(=O)c3ccc(C(=O)NCc4ccco4)cc3n(Cc3ccccc3C#N)c2=O)cc1 | 4.7% | 4 | -17 | 10% | 1 | 1.3% | 2% | 5% | 3 | 635 | i | 0.6 |
| COc1ccc(C2c3ccc(O)cc3Oc3ncn4nc(-c5ccccn5)nc4c32)cc1OC (stereo unspecified) | nt | nt | nt | 5% | nt | -0.2% | nt | nt | -4 | 669 | i | 0.4 |
| CCN(CC)S(=O)(=O)c1ccc(C(=O)OCC(=O)c2ccc3c(c2)NC(=O)CO3)cc1 | 2.1% | 2 | 1 | -3% | 1.1 | 1.7% | -1% | 2% | nt | nt | i | 3.1 |
| CCCCC(C(=O)O)C(C)CC(=O)Nc1nccs1 (stereo unspecified) | nt | nt | nt | -1% | nt | 0.2% | nt | nt | -3 | 670 | i | 0.3 |
| COc1ccc(CC(=O)NCc2nc(-c3ccccc3)no2)cc1 | 0.5% | -1 | 6 | 2% | 1.1 | 0.5% | 6% | -2% | -24 | 593 | i | 0.3 |
| CC(=O)N(c1ccccc1)c1nc(/C=C/C(=O)Nc2c(C)cc(C)cc2C)cs1 | -2.3% | 2 | 14 | 2% | 1.2 | 0.2% | 3% | 0% | -29 | 606 | i | 0.2 |
| COc1ccc(NC(=O)CC2C(=O)N(CCc3ccccc3)C(=S)N2Cc2cccnc2)cc1 (stereo unspecified) | 2.0% | 3 | 6 | 3% | 1.1 | -0.2% | 5% | -9% | nt | nt | i | 4.3 |
| CCCn1nc(C(=O)NCC(C)(C)N2CCOCC2)c2ccccc2c1=O | -1.0% | -19 | -29 | 3% | 1.1 | 0.3% | -9% | -10% | nt | nt | i | 0.6 |
| O=C(COC(=O)c1ccc2c(c1[N+](=O)[O-])C(=O)c1ccccc1C2=O)NC1CC1 | 0.4% | 32 | 47 | -1% | 1.1 | -2.5% | -31% | 13% | 0 | 698 | i | 0.5 |
| Cc1c(N=C/C=C2/N(C)c3ccccc3C2(C)C)c(=O)n(-c2ccccc2)n1C | -7.5% | -2 | -2 | 5% | 1 | 0.4%&4.6% | 5% | 8% | nt | nt | +! | 2.8*! |
| Cn1c(=O)c2c(SCC(=O)Nc3nccs3)nc(C3CC3)nc2n(C)c1=O | nt | nt | nt | 0% | nt | 0.3% | nt | nt | 5 | 652 | + | 3.2* |
| CCC(c1nnnn1C1CCCC1)N1CCN(C(=O)c2ccco2)CC1 (stereo unspecified) | 3.6% | -2 | 3 | 3% | 1.1 | 0.5% | -9% | -16% | nt | nt | i | 0.1 |
| NC(=O)[C@@H]1CCCN1Cc1nc(-c2ccc(C(F)(F)F)cc2)no1 | -1.0% | 8 | 8 | -13% | 1 | 0.3% | nt | nt | -4 | 721 | i | 0.4 |
| Cc1ccc(CNC(=O)CNC(=O)c2c(C)nn(C)c2Cl)cc1 | -1.0% | -23 | 13 | 4% | 1.1 | 4.3% | -8% | 0% | 11 | 684 | i | 0.4 |
| O=C(Nc1ccc2snnc2c1)Nc1cccc2ccccc12 | -1.8% | 89* | 70* | -2% | 1 | 0.1% | 21% | 16% | -28 | 767 | i | 0.9 |
| COc1ccc(Nc2nc(-c3c(C)nc4ncccn34)cs2)cc1 | 0.5% | 32 | 15 | -1% | 1 | 0.3% | nt | nt | ? | nt | ? | nt |
| O=C(c1cn(-c2ccccc2)nc1-c1ccc(F)cc1)N1CCOCC1 | -2.7% | -10 | -10 | -1% | 1 | 0.6% | -17% | -17% | nt | nt | i | 0.5 |
| CCOC(=O)C(NC(=O)Nc1ccc(C(N)=O)cc1)(c1ccccc1)C(F)(F)F (stereo unspecified) | -0.2% | -12 | -25 | 8% | 1.1 | 5.7% | -12% | -7% | -8 | 608 | i | 0.4 |
| O=C(Nc1nc2c(s1)CCCC2)c1cc(-c2ccccc2)nc2ccccc12 | -0.5% | 20 | 27 | 1% | 1.2 | 4.2% | 11% | -16% | 7 | 690 | i | 0.3 |
| Cc1cccc(OCCCC(=O)Nc2nc3ccccc3[nH]2)c1 | -0.5% | 6 | -14 | 5% | 1.6 | 3.4% | -7% | -5% | -18 | 652 | i | 1.7 |
| Cc1ccc2nc(-c3ccccc3)nc(SC(C)C(=O)NCc3cccs3)c2c1 (stereo unspecified) | 17% | 4 | -4 | 1% | 1.1 | 0.7%[50 µM] | -3% | 8% | 23 | 662 | nt | nt |
